# Source: PubChem BioAssay (National Center for Advancing Translational Sciences (NCATS))
# HCV inh = blocks hepatitis C virus; Huh7.5.1 HCVcc-Cre infection, luciferase reporter, 44 h; Potency, µM (titrated, usually from 41.8 µM), for inactives: at the top dose activity change, negative = inhibition, usual class: inhibitors; 3.4% of 340,000 active; further: potency means the concentration at half of the fitted maximal effect
#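 Compounds are dispensed onto cells plated 4 h earlier at 1,000 per well, with HCVcc-Cre virus (about 0.5 moi) added next. Following 44 h of culture, luminescent signal is measured for 15 sec after 15 min with substrate at room temperature.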
# AmpC inh detg = blocks E. coli AmpC beta-lactamase in detergent assay; 0.041% of 370,000 active; Potency, µM (doses to about 114 µM), without a hit: at the top dose activity change, negative = inhibition, usual class: inhibitors; AmpC hydrolysis of nitrocefin, absorbance 480 nm, 0.01% Triton; AID 485294;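 further: potency means the concentration at half of the fitted maximal effect; 0% = no-compound wells and -100% = no-enzyme wells; nearly all actives have a fitted effect of over 25% in size; some results filed as inactive show a strong effect at the top dose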
# Target sequence (P00811 whole entry, looked up): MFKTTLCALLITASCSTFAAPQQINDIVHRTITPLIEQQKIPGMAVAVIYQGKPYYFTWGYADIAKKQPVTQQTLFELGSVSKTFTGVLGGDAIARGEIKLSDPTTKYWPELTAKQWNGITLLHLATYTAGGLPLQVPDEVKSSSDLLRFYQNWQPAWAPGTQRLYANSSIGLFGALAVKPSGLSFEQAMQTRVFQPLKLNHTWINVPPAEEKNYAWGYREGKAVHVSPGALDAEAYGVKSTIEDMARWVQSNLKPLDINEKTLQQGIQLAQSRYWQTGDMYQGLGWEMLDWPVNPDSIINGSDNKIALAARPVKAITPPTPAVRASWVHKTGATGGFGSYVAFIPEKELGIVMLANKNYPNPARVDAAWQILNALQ
#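 AmpC (5.3 nM in the dispensed reagent) in 20 mM phosphate pH 7.0 with 0.01% (detergent screen) or 0.0001% Triton X-100 was preincubated with compounds for 15 min at room temperature. Nitrocefin was then added from an 800 uM solution, and hydrolysis was followed at 480 nm.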
# LmPK inhibitor = blocks Leishmania mexicana pyruvate kinase activity. purified LmPK, Kinase-Glo ATP luminescence, 1 h. AID 1721. Potency, µM (titrated, usually from 57.5 µM), for the others: top-dose activity change, negative = inhibition, actives largely listed as inhibitors. 0.37% of 290,000 active; further: potency means the concentration at half of the fitted maximal effect
# Target sequence (Q27686 whole entry, looked up): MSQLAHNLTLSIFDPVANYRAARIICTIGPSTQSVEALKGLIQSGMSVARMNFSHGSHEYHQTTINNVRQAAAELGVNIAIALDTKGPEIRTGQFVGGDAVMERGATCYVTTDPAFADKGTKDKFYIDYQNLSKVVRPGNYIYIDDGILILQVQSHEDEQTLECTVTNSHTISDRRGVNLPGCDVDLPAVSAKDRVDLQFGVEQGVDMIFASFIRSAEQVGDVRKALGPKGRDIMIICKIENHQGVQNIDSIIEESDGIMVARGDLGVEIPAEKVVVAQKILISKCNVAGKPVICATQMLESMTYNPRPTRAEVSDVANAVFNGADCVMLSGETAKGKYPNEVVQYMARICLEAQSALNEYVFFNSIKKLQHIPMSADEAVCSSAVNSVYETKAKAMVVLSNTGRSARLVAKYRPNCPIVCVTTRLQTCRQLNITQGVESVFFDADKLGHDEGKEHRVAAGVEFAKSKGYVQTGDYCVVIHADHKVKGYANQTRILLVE
#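 0.1 nM LmPK, 0.5 mM PEP, 0.1 mM ADP; 50 mM imidazole pH 7.2, 7 mM MgCl2, 50 mM KCl; 1 h RT. Kinase-Glo luminescence readout, normalized to no-enzyme (full inhibition) and uninhibited wells.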
# AMA1 RON2 block = inhibitors of Plasmodium falciparum AMA1-RON2 interaction. 0.2% of 360,000 active. AlphaScreen AMA1-biotinylated RON2 peptide binding. AID 720542. Potency, µM (series often up to 58.2 µM), for inactives: at the highest dose activity change, negative = inhibition, hits mostly inhibitors;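 further: potency means the concentration at half of the fitted maximal effect; 0% = vehicle wells and -100% = peptide control; nearly all actives have a fitted effect of over 45% in size; some results filed as inactive show a strong effect at the top dose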
#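 AMA1 (3D7) with his tag at 25 nM final met compounds first, then biotinylated RON2 peptide at 25 nM; detection used donor plus acceptor beads, 10 µg/mL apiece, read by AlphaScreen after 30 min at room temperature.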
# HCMV antiviral = blocks human cytomegalovirus replication; HFF cells, HCMV-luciferase reporter, 72 h; stronger effect = lower value; activity change, negative = inhibition, % at 57.5 µM; 4.5% of 410,000 active; AID 1259415; in the data active means activity change below about -60%; inconclusive means no clear call, values can overlap the other calls; inactive means above about -39%
#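 Luciferase read-out from HCMV-luciferase-infected HFFs (MOI 1 PFU/cell) 72 h post infection at 37C; compounds added after 16 h cell attachment; activity normalized between buffer-only basal and Salinomycin (10uM) inhibitor controls.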
# TbPYK inhibitor = inhibitors of Trypanosoma brucei pyruvate kinase | TbPYK enzyme, Kinase-Glo Plus ATP luminescence, 45 min | Potency, µM (titrated, usually from 76.8 µM), without a hit: at the highest dose activity, negative = inhibition, actives largely listed as inhibitors | 0.12% of 410,000 active | AID 624173; further: potency means the concentration at half of the fitted maximal effect; nearly all actives have a fitted effect of over 50% in size
#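 Readout: single end-point luminescence (Kinase-Glo Plus, 10 min). Reaction conditions were TbPYK/substrate plus 130 uM ADP, 45 min at RT, pH 7.2 TEA buffer. No-enzyme wells served as controls, and data were normalized before concentration-response fitting.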
# AmpC no deterg = AmpC beta-lactamase inhibition without detergent; P00811; AmpC nitrocefin hydrolysis, absorbance 480 nm, 0.0001% Triton; Potency, µM (titrated, usually from 57.1 µM), for inactives: top-dose activity change, negative = inhibition, actives largely listed as inhibitors; 0.52% of 330,000 active; AID 485341;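 further: potency means the concentration at half of the fitted maximal effect; plate controls were no compound for no effect and no enzyme for full effect; nearly all actives have a fitted effect of over 20% in size; some results filed as inactive show a strong effect at the top dose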
#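 AmpC (5.3 nM in the dispensed reagent) in 20 mM phosphate pH 7.0 with 0.01% (detergent screen) or 0.0001% Triton X-100 was preincubated with compounds for 15 min at room temperature. Nitrocefin was then added from an 800 uM solution, and hydrolysis was followed at 480 nm.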
# * marks the source's active call; other numbers are inactive results; u = inconclusive; x = not tested or not shown; [ ] = remark or other dose. Unless noted, the call rests on the fitted dose curve; in most records, active means well fitted curve in the direction sought with a large enough effect; inconclusive means small, poorly fitted or top-dose-only effect, or another doubt; inactive means no such curve, though single readings can be large; an effect the other way counts as inactive or inconclusive. Unless noted, on the % scale 0 is the no-effect control and ±100 the full control effect.
SMILES,HCV inh,AmpC inh detg,LmPK inhibitor,AMA1 RON2 block,HCMV antiviral,TbPYK inhibitor,AmpC no deterg
C[C@H]1CN([C@@H](C)CO)C(=O)Cc2cc(NC(=O)CCC(F)(F)F)ccc2O[C@H]1CN(C)Cc1ccc(-c2ccccc2)cc1,u,x,x,-5%,99,3%,211%[activator]
O=C(COc1ccccc1)OCc1csc(Nc2ccccc2)n1,13%,u,1%,-5%,-38,-2%,-42%
CC1CCCCC1NC(=O)c1ccco1 (configuration not stated),-9%,-13%,x,-2%,-10,-5%,-11%
CC(=C/C(=O)O)/C=C/c1ccco1,3%,u,6%,3%[2.32 µM],7,u,-9%
COc1ccccc1NC(=O)c1ccccc1C(=O)O,-3%,u,1%,23%,-30,6%,-14%
O=C(COc1ccc2c3c(c(=O)oc2c1)CCC3)N1C[C@H]2C[C@@H](C1)c1cccc(=O)n1C2,4%,-8%,-8%,4%,32,2%,-20%
COC(=O)c1ccccc1NC(=O)Cn1c(SC)c(F)cnc1=O,5%,0%,-12%,-4%,-30,2%,15%
COc1ccc(Cl)cc1CC1(C)C(=O)Nc2ccc(S(=O)(=O)NC3CCCCC3)cc21 (configuration not stated),x,x,x,-10%,u,0%,x
O=C(CCC(=O)c1ccc(Cl)s1)Nc1ncccc1O,2%,2%,x,25%,1,2%,-20%
O=C(O)CCC(=O)NNC(=O)CCC(=O)NCc1ccccc1,15%,u,-5%,7%,-21,1%,-7%
O=C(c1ccc(F)cc1)C1CCN(Cc2cn[nH]c2-c2ccccc2)CC1,u,-1%,2%,-1%,-25,-2%,93%[activator]
CS(=O)(=O)N(CC(=O)NCCSCc1ccccc1)c1ccccc1Br,0%,1%,5%,-2%,53,3%,17%

# Next section, overlapping the part above by two compounds.
SMILES,HCV inh,AmpC inh detg,LmPK inhibitor,AMA1 RON2 block,HCMV antiviral,TbPYK inhibitor,AmpC no deterg
O=C(c1ccc(F)cc1)C1CCN(Cc2cn[nH]c2-c2ccccc2)CC1,u,-1%,2%,-1%,-25,-2%,93%[activator]
CS(=O)(=O)N(CC(=O)NCCSCc1ccccc1)c1ccccc1Br,0%,1%,5%,-2%,53,3%,17%
COc1ccc(CN(C)C(=O)c2oc3ccccc3c2CSC)cc1F,u,-3%,-3%,-6%,-16,-7%,-2%
Cc1onc(-c2ccccc2Cl)c1C(=O)OCC(=O)Nc1cccc(S(=O)(=O)N(C)C)c1,u,2%,-1%,6%,-19,-2%,-12%
Cc1cc(C(=O)OCC(=O)NC2CCCC(C)C2C)c(C)o1 (configuration not stated),-18%,x,x,-3%,-4,0%,-12%
COC(=O)c1ccc(NC(=O)c2ccccc2-c2ccccc2C(=O)O)cc1,17%,-12%,1%,2%,11,-3%,-22%
CCOc1ccc(CN(C(=O)c2cc3ccccc3oc2=O)C2CCS(=O)(=O)C2)cc1 (configuration not stated),9%,-10%,-2%,-9%,90,4%,50%
CCCN(CCC)C(=O)CP(=O)(c1ccccc1)c1ccccc1,-2%,-6%,4%,4%,-19,-4%,-2%
CCCCOc1ccc(CNC(=O)CCCN2C(=O)CSc3c2c(C)nn3-c2ccccc2)cc1,x,16%,x,x,-70*,-8%,x
CCOC(=O)C(Sc1ncn[nH]1)c1ccccc1 (configuration not stated),3%,u,0%,-2%,u,-3%,1%
CC(C)(C)c1cc(NC(=O)c2ccc(OC3CCCC3)cc2)no1,u,-7%,6%,-8%,-19,4%,-36%
O=S(=O)(c1ccc(F)cc1)N1CCN(CC(O)COCC2CCCO2)CC1 (configuration not stated),u,-11%,x,-3%,-16,7%,1%
CCC(C)/C(C)=N/NC(=O)CSc1nc2ccccc2[nH]1 (configuration not stated),1%,-9%,-2%,6%,0,0%,-35%
Cc1cc([N+](=O)[O-])nn1Cn1nc([N+](=O)[O-])cc1C,-13%,-7%,5%,1%,-20,-1%,-16%
CCc1c(C(=O)NCCc2ccc(OC)c(OC)c2)[nH]c(C)c1C(C)=O,u,1%,-8%,10%,49,0%,-9%
O=C(CSc1nc(O)cc(=O)n1-c1ccc(Cl)c(Cl)c1)Nc1ccc(Cl)cc1Cl,33%[activator],0%,-6%,-7%,20,-5%,-60%
CCN1C(=O)CC(N2CCN(c3ccc(C(=O)c4ccccc4)cc3)CC2)C1=O (configuration not stated),u,-1%,-4%,-5%,75,-4%,x
Cc1ccc(C(=O)NCCCNC(=O)c2ccco2)cc1C,-5%,u,-3%,-2%,-20,-17%,0%
C[C@H](CO)N1C[C@H](C)[C@H](CN(C)C(=O)Cc2ccccc2)OCc2cnnn2CCCC1=O,x,x,x,12%,13,-2%,x
CC(C)Cc1nnc(NC(=O)c2ccc3c(=O)n4c(nc3c2)CCC4)s1,x,1%,-1%,-6%,-11,2%,54%
O=c1[nH]c(=O)n(Cc2ccccc2)c2c1CCC2,6%,-2%,2%,-1%,2,-17%,-10%
COc1ccc(-c2cc(C(=O)Nc3cc(C)on3)no2)cc1,-4%,-14%,-3%,3%,-36,-3%,-4%
CC1CCCN(C(=O)c2ccc(NS(=O)(=O)c3ccc4[nH]c(=O)[nH]c4c3)cc2)C1 (configuration not stated),-12%,0%,x,18%,-20,-14%,-22%
c1csc(C(c2nnnn2C2CCCC2)N2CCCC3(CCCCC3)C2)c1 (configuration not stated),u,4%,1%,-4%,-5,2%,-32%
C=CCNC(=O)/C(C#N)=C/c1c(C)nn(-c2ccccc2)c1Cl,u,u,1%,-16%,-31,2%,27%
CCn1cc(C(=O)NCCC(=O)NCCCO)c(=O)c2cc3c(cc21)OCO3,0%,u,-1%,-6%,55,5%,-19%

# Quoted at random: 3 records from the list, in no set order.
SMILES,HCV inh,AmpC inh detg,LmPK inhibitor,AMA1 RON2 block,HCMV antiviral,TbPYK inhibitor,AmpC no deterg
O=S(=O)(c1ccc(F)cc1)N1CCN(CC(O)COCC2CCCO2)CC1 (configuration not stated),u,-11%,x,-3%,-16,7%,1%
Cc1cc(C(=O)OCC(=O)NC2CCCC(C)C2C)c(C)o1 (configuration not stated),-18%,x,x,-3%,-4,0%,-12%
c1csc(C(c2nnnn2C2CCCC2)N2CCCC3(CCCCC3)C2)c1 (configuration not stated),u,4%,1%,-4%,-5,2%,-32%

# Arranged by heavy-atom count (highest first): 4 of the compounds above
SMILES,HCV inh,AmpC inh detg,LmPK inhibitor,AMA1 RON2 block,HCMV antiviral,TbPYK inhibitor,AmpC no deterg
CCN1C(=O)CC(N2CCN(c3ccc(C(=O)c4ccccc4)cc3)CC2)C1=O (configuration not stated),u,-1%,-4%,-5%,75,-4%,x
CCc1c(C(=O)NCCc2ccc(OC)c(OC)c2)[nH]c(C)c1C(C)=O,u,1%,-8%,10%,49,0%,-9%
C=CCNC(=O)/C(C#N)=C/c1c(C)nn(-c2ccccc2)c1Cl,u,u,1%,-16%,-31,2%,27%
COc1ccc(-c2cc(C(=O)Nc3cc(C)on3)no2)cc1,-4%,-14%,-3%,3%,-36,-3%,-4%

# Next structures
SMILES,HCV inh,AmpC inh detg,LmPK inhibitor,AMA1 RON2 block,HCMV antiviral,TbPYK inhibitor,AmpC no deterg
CCCNC(=O)C1CCN(c2cc(-c3ccccc3)nc3ncnn23)CC1,3%,0%,-4%,-7%,-3,-2%,-27%
CC(OC(=O)Cc1c[nH]c2ccccc12)C(=O)Nc1ccccc1F (configuration not stated),7%,0%,x,-7%,6,-1%,-48%
O=[N+]([O-])c1ccccc1C(O)Cc1ccccn1 (configuration not stated),3%,x,x,11%,-7,4%,x
CCOc1ccc(-n2c(C)nc3c(cnn3-c3ccc(C)cc3)c2=O)cc1,x,3%,x,x,-26,2%,x
CCn1cc(/C=C/C(=O)NCc2c(C)nn(C)c2C)cn1,x,1%,2%,-12%,-6,-14%,-6%
CC1(C)Oc2ccccc2OC1(O)c1ccc2ccccc2n1 (configuration not stated),-27%,-16%,2%,-11%,-25,-6%,-5%
Cc1cccc(N2CCN(C(=O)C3CCC(CNS(=O)(=O)c4cccs4)CC3)CC2)c1C (configuration not stated),7.9µM*,2%,-2%,4%,-61*,-10%,-5%
CNC(=S)N/N=C/c1ccc(C(C)C)cc1,-1%,x,x,88%[activator],95,u,x
CC(C)OCCCn1c(SCC(N)=O)nc2c(sc3ccccc32)c1=O,x,4%,x,x,-36,-11%,x
O=C(NC(=S)Nc1cccc2ncccc12)c1cccs1,-26%,-1%,3%,-6%,-4,3%,-12%
O=C(Cc1cccs1)Nc1nnc(C2CC2)s1,13%,-11%,2%,-12%,22,-7%,-19%
Cc1ccc(-n2cc(-c3ccccc3)[nH]c2=O)cc1F,9%,0%,-7%,-5%,83,-3%,-27%
CC(OC(=O)c1ccc(F)c(S(=O)(=O)N2CCOCC2)c1)C(=O)NC1CCCC1 (configuration not stated),4%,-2%,x,-12%,u,-8%,-9%
Cc1ccc(C)c(NS(=O)(=O)c2ccc3c(c2)CCCN3C(=O)C2CCC2)c1,x,2%,x,x,-17,1%,x
CCc1ccc2oc(C(=O)NCc3ccncc3)c(C)c2c1,11µM*,-8%,-3%,-6%,u,0%,54%
CC(C)(C)S(=O)(=O)N1Cc2cc(CO)cc(CCO)c2[C@@H]1CCO,15%,x,x,-6%,-9,5%,x
Cc1ccnc(Nc2nc3ccccc3s2)n1,-26%,-8%,-20%,-1%,77,-5%,-4%
CC12CN3CC(C)(CN(C1)C3c1ccccc1Cl)C2O (configuration not stated),-47%,u,-4%,38%[activator],46,2%,-23%
O=C(NCc1ccccc1CN1CCCC1)c1cccc(S(=O)(=O)N2CCCC2)c1,u,-2%,x,1%,-12,2%,-15%
COc1ccc(-c2cn3cccnc3n2)cc1NC(=O)c1cccs1,1%,7%,0%,-15%,20,-10%,-25%
Cc1onc(-c2ccccc2Cl)c1C(=O)N/N=C(\N)COc1ccc(Cl)cc1,u,-11%,-3%,37%[activator],-39,29%,-36%
O=C1C=CC(=O)N1c1ccc(OC(F)F)cc1,u,u,3%,0%,-19,11µM*,-40%
